Vif-A3G inh: qHTS for Inhibitors of Vif-A3G Interactions: qHTS | hit rate 0.076% among 410,000 | Potency, µM (series often up to 46.1 µM), without a hit: at the highest dose activity, negative = active, most hits filed as inhibitors | HeLa A3G-eYFP + Vif (tagged APOBEC3G with the HIV-1 protein that degrades it), YFP fluorescence, overnight | AID 602310, 2012;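 note: potency is the fitted concentration of half-maximal effect; % is set by controls: 0 for no effect and ±100 for the full control effect; nearly all actives have a fitted effect of over 60% in size; hits raise eYFP signal because A3G escapes Vif-driven loss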
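HeLa cells stably expressing Vif and C-terminally eYFP-tagged A3G, seeded overnight at 37 deg C, then exposed to compound by pintool overnight at 37 deg C. Rise in yellow fluorescence (Ex 488/Em 500-530, Acumen) marks blocked Vif-driven A3G degradation.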
Glioma ERSR ind: qHTS for Inducers of the Endoplasmic Reticulum Stress Response (ERSR) in Human Glioma: qHTS; U87-MG GRP78 promoter luciferase reporter, 16 h; Potency, µM, for inactives: at the highest dose activation, usual class: activators; hit rate 0.02% among 420,000; AID 602332, 2012; note: potency is the fitted concentration of half-maximal effect; series mostly up to about 76 µM; % of control where 0% means no effect; nearly all actives have a fitted effect of over 35% in size
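Stably transfected U87-MG glioma cells carrying a GRP78-based luciferase sensor; 16 h compound incubation. Luminescence end-point read 10 min after Bright-Glo addition at room temperature.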
Vif-APOBEC3F blk: qHTS for Inhibitors of Vif-A3F Interactions: qHTS | hit rate 0.2% among 390,000 | Potency, µM (series often up to 46.1 µM), for the others: at the highest dose activity, negative = active | HeLa A3F-eYFP + Vif (tagged APOBEC3F with the HIV-1 protein that degrades it), YFP fluorescence increase; note: potency is the fitted concentration of half-maximal effect; % of control where 0% means no effect; nearly all actives have a fitted effect of over 65% in size
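HeLa cells stably expressing A3F-eYFP plus Vif, plated and incubated overnight at 37 deg C, then exposed to compounds overnight at 37 deg C. Blocked degradation read as raised yellow fluorescence (Ex 488/Em 500-530).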
RXFP1 agonist: qHTS Assay for Agonists of the Relaxin Receptor RXFP1; Relaxin receptor 1 (Homo sapiens), Q9HBX9; HEK293T-RXFP1 cAMP TR-FRET, 30 min; response scale: percent of porcine relaxin response, buffer zero; Potency, µM (highest dose often 57.5 µM), for the others: top-dose activation, hits mostly activators; hit rate 0.3% among 370,000; note: potency is the fitted concentration of half-maximal effect; % is set by controls: 0 for no effect and ±100 for the full control effect; nearly all actives have a fitted effect of over 60% in size; many of its hits are not listed in these tables
Target sequence (Q9HBX9 whole entry, looked up): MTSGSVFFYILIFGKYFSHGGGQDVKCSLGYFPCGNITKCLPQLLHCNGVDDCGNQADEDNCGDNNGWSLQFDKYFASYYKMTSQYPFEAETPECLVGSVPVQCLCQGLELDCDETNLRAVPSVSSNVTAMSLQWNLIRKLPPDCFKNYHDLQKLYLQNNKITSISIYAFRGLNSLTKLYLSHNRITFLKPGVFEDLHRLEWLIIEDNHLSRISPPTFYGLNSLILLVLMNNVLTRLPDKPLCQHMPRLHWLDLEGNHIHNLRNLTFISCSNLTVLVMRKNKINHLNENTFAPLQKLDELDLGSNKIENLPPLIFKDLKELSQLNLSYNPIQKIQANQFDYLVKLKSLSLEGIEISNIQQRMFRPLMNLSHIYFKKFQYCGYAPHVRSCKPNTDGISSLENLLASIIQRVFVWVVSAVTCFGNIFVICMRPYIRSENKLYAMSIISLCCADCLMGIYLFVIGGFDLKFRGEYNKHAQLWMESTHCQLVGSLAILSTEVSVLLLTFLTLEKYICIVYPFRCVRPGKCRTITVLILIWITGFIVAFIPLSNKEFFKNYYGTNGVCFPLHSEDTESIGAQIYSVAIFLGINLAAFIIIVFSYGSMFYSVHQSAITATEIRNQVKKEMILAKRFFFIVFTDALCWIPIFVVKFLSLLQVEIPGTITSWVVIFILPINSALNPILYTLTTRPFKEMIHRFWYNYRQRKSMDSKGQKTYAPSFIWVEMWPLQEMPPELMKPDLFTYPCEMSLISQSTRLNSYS
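HEK293T cells stably expressing RXFP1 were pretreated with the PDE4 inhibitor Ro 20174, exposed to compounds for 30 min at 37C, lysed, and cAMP was read by TR-FRET. Data normalized to buffer (basal) and 29 nM porcine relaxin (100%).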
TrxR1 substrate: qHTS Assay for Substrates of Mammalian Selenoprotein Thioredoxin Reductase 1 (TrxR1): qHTS | Potency, µM (doses to about 114 µM), for inactives: at the top dose activity change, negative = substrate turnover | hit rate 0.01% among 390,000 | purified TrxR1 substrate turnover, NADPH consumption readout | Thioredoxin reductase 1, cytoplasmic (Rattus norvegicus), O89049; note: potency is the fitted concentration of half-maximal effect; % is set by controls: 0 for no effect and ±100 for the full control effect; nearly all actives have a fitted effect of over 50% in size
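Rat TrxR1, dispensed at 90 nM, was prereduced with 400 uM NADPH (final) for 5 min at ~22 deg C, then incubated with compound 15 min before 400 uM selenite. A first-read NADPH fluorescence drop versus no-compound background flagged substrates.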
USP1 inh: Inhibitors of USP1/UAF1: Primary Screen; Potency, µM (doses to about 57.1 µM), inactives show at the top dose activity change, negative = inhibition, usual class: inhibitors; Ubiquitin carboxyl-terminal hydrolase 1 (Homo sapiens), O94782; AID 743255, 2014; recombinant USP1/UAF1, Ub-Rhodamine cleavage fluorescence; hit rate 0.23% among 390,000; note: potency is the fitted concentration of half-maximal effect; % is set by controls: 0 for no effect and ±100 for the full control effect; nearly all actives have a fitted effect of over 60% in size; inactives centre near -12
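USP1/UAF1 complex at 1 nM was preincubated with compound for 15 min at room temperature, then Ub-Rho substrate (150nM final) was added. Fluorescence (480/540 nm) was read kinetically, 6 reads every 60 seconds.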
mIDH1 inhibitor: qHTS for Inhibitors of mutant isocitrate dehydrogenase 1 (IDH1): qHTS; AID 602179, 2012; Isocitrate dehydrogenase [NADP] cytoplasmic (Homo sapiens), O75874; hit rate 0.093% among 390,000; Potency, µM (doses to about 76.6 µM), for the others: at the highest dose activity change, negative = inhibition, actives largely listed as inhibitors; IDH1-R132H enzyme, NADPH consumption, diaphorase/resazurin fluorescence; note: potency is the fitted concentration of half-maximal effect; % is set by controls: 0 for no effect and ±100 for the full control effect; nearly all actives have a fitted effect of over 65% in size
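IDH1-R132H (0.5 ug/mL) preincubated 30 min with compound, then NADPH (0.016 mM) and alpha-KG (2 mM) added; 80 min at RT, pH 7.5. Remaining NADPH coupled via diaphorase/resazurin to fluorescence (540/590 nm); concentration-response curves normalized to no-enzyme control.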
LDHA inh: qHTS assay for inhibitors of human lactate dehydrogenase. activity change, % (values are at about 110 or 230 µM). hit rate 0.15% among 480,000. purified LDHA, NADH/diaphorase-resazurin fluorescence; hits give low values; in the data active = activity change below about -30%; inconclusive = mostly about -25% to -30%;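 note: plate controls were DMSO wells for no effect and wells without enzyme for full effect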
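Enzyme activity of human lactate dehydrogenase 5 (2 nM; 0.06 mM NADH, 0.2 mM pyruvate, 5 min, RT) is measured via a resazurin/diaphorase fluorescence readout of residual NADH.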
PI4K2A block: qHTS for small molecular inhibitors of PI4K2A. Phosphatidylinositol 4-kinase type 2-alpha (Homo sapiens), Q9BTU6. activity change, negative = inhibition, % at 76.9 µM. purified PI4K2A, ADP-Glo luminescence, 1 h; hits give low values. hit rate 0.13% among 420,000; in the data active = activity change below about -50%; inconclusive = mostly about -30% to -49%;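 note: -100% = wells without enzyme as full effect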
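PI4K2A activity was measured by ADP-Glo luminescence: enzyme (4 ug/mL stock) and phosphatidylinositol (1.2 mM stock) in Tris pH 7.5/MgCl2/EGTA/Triton X-100 buffer were reacted with ATP (300 microM stock) for one hour at ambient temperature.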
Active calls of the source: *; ? = inconclusive; . = not tested or not shown; & = joins results of further samples; [ ] = another dose, or the depositor's remark. Unless noted, calls come from the whole dose curve; as a rule, active = well fitted curve in the direction sought with a large enough effect; inconclusive = small, poorly fitted or top-dose-only effect, or another doubt; inactive = no such curve, though single readings can be large; an effect the other way counts as inactive or inconclusive.

SMILES | Vif-A3G inh | Glioma ERSR ind | Vif-APOBEC3F blk | RXFP1 agonist | TrxR1 substrate | USP1 inh | mIDH1 inhibitor | LDHA inh | PI4K2A block
NC(=S)N/N=C/c1ccc2cccc(OCc3ccccc3)c2n1 | -7% | -1% | ? | 3.2% | 17% | -33% | -4% | -18 | 2
COC(=O)c1ccccc1NC(=O)C1CCCN(c2nnc(-n3cccc3)s2)C1 (stereo not drawn) | 0% | -5% | 7% | 0.9% | -3%[57.1 µM] | -22% | 0% | -1 | 1
O=C(COc1ccc2c3c(c(=O)oc2c1)CCCC3)N1CCN(c2ccc(F)cc2)CC1 | 3% | -5% | 0% | 1.9% | 5% | -13% | 16% | -3 | 4
Cc1ccc(-n2ncc(C(=O)NCCN3CCc4ccccc4C3)c2C2CCN(C(=O)OC(C)(C)C)CC2)cc1 | 5% | -6% | -2% | -2.0% | -8% | -18% | 7% | 4 | -3
CC(C)(C)OC(=O)N1CCC(c2c(C(=O)NCCN3CCOCC3)cnn2-c2cccc(Cl)c2)CC1 | 0% | -4% | 6% | 1.8% | -3% | 5% | -5% | 3 | 1
O=C1CCc2cc(S(=O)(=O)NCCC(=O)N3CCN(c4cccc(Cl)c4)CC3)ccc2N1 | -1% | -3% | 0% | 2.1% | -7% | -8% | 4% | 3 | 2
CCn1nc(C(=O)OC(C(=O)c2c[nH]c3ccccc23)c2ccccc2)c2ccccc2c1=O (stereo not drawn) | 0% | -1% | -1% | 2.1% | 1% | -17% | 0% | 7&-9 | 9
COc1ccc2o/c(=N\O)c(C(=O)Nc3ccccc3OC)cc2c1 | 1% | -2% | -9% | 3.3% | -10% | -8% | 16% | -1 | -17
CN(CCOC(=O)c1cccc(F)c1)Cc1ccccc1 | 2% | 0% | -1% | 0.0% | 3% | -8% | 10% | -2 | 0
Cc1ccc(CSc2nnc(Nc3ccc(C)cc3)s2)cc1 | 0% | -4% | -6% | -0.4% | 7% | -14% | 3% | -2 | -6
CC(C)(C)N(Cc1ccccc1)C(=O)COC(=O)CCc1c[nH]c2ccccc12 | -3% | -1% | -5% | 1.4% | -5% | -4% | 1% | 5 | -5
COc1ccccc1CCC(=O)NCCCn1ccc2ccccc21 | 2% | 1% | 6% | 0.1% | 7% | -25% | -19% | -6 | 6
C=CCOc1ccc(/C=N/n2nnnc2N)cc1OC | 2% | -1% | -13% | . | 8% | -22% | 3% | -1 | -3
CC(C)Cc1nc(SCC(=O)N2CC(C)OC(C)C2)c2c(=O)n(C)c(=O)n(C)c2n1 (stereo not drawn) | -5% | 0% | 2% | 8.6% | -10% | -1% | 3% | -7 | -1
COc1ccc(C2COc3cc(O)ccc3C2)c(OC)c1O (stereo not drawn) | ? | -2% | -3% | . | 8% | 3% | 10% | 7 | -2

The last three compounds of the part before are carried over, then new ones follow.
SMILES | Vif-A3G inh | Glioma ERSR ind | Vif-APOBEC3F blk | RXFP1 agonist | TrxR1 substrate | USP1 inh | mIDH1 inhibitor | LDHA inh | PI4K2A block
C=CCOc1ccc(/C=N/n2nnnc2N)cc1OC | 2% | -1% | -13% | . | 8% | -22% | 3% | -1 | -3
CC(C)Cc1nc(SCC(=O)N2CC(C)OC(C)C2)c2c(=O)n(C)c(=O)n(C)c2n1 (stereo not drawn) | -5% | 0% | 2% | 8.6% | -10% | -1% | 3% | -7 | -1
COc1ccc(C2COc3cc(O)ccc3C2)c(OC)c1O (stereo not drawn) | ? | -2% | -3% | . | 8% | 3% | 10% | 7 | -2
CCN(CC)C(=O)Oc1ccc2ccccc2c1Cl | -12% | 3% | 5% | 7.1% | -14% | -7% | 6% | 0 | 3
COc1ccc(CSc2n[nH]c(=O)[nH]c2=O)cc1 | 0% | -3% | -1% | . | . | -22% | 12% | 1 | -3
O=[N+]([O-])c1cccc(OCCCN2CCC(Cc3ccccc3)CC2)c1 | -4% | -2% | -14% | . | 7% | -11% | 7% | -6 | 0
S=c1[nH]nc(COc2ccccc2)n1/N=C/c1ccc(Cl)cc1 | -1% | -2% | -14% | -1.3% | -3%[57.1 µM] | -10% | -8% | -5 | 1
COc1ccc(/C=C2/SC(=S)N(CCC(=O)N3CCN(C)CC3)C2=O)cc1 | 1% | -10% | ? | 1.1% | 2%[57.1 µM] | -3% | 3% | -6 | 2
COc1cc(/C=N/NC(=O)CSc2cc(C)c(Br)cc2C)ccc1O | 0% | 4% | -5% | -1.4% | -2% | -20% | 1% | -9 | 4
O=C(COC(=O)c1ccccc1)NCC1COc2ccccc2O1 (stereo not drawn) | 0% | -4% | -8% | . | . | -25% | 1% | 1 | -4
COc1ccc(CCC(=O)NCCc2csc(-c3ccc(C(F)(F)F)cc3)n2)cc1 | 0% | -3% | 0% | -1.1% | 13%[57.1 µM] | -30% | 3% | 3 | 1
Cc1ccc(C)c(-c2cc(C(=O)NC3CC3)c3ccccc3n2)c1 | -7% | -4% | -4% | -1.0% | -1% | -21% | 11% | -1&9 | 4
Cc1c(NC(=O)C(C)OC(=O)CNC(=O)c2ccccc2)c(=O)n(-c2ccccc2)n1C (stereo not drawn) | 0% | -3% | -2% | 0.0% | -4% | -10% | -1% | 0 | -2
CCOc1cc(-c2noc(CCC(=O)NCCc3ccccc3)n2)ccc1OC | 0% | -2% | 5% | -0.2% | -2%[57.1 µM] | -20% | 2% | -1 | 0
CC(=O)c1cn(C2OC(CO)C3OC(C)(C)OC32)c(=O)n(C)c1=O (stereo not drawn) | 1% | -3% | 4% | . | 1% | -11% | -11% | -13 | -5
CCSc1nnc(-c2ccc(S(=O)(=O)N3CCCC3)cc2)n1C | 0% | -5% | 1% | 0.0% | 29% | -9% | -2% | -1 | 2
CCOC(=O)c1c(C)[nH]c(C)c1S(=O)(=O)NCC(=O)Nc1ccc(C)cc1C | 5% | 0% | 8% | 14% | -1%[57.1 µM] | -4% | 0% | -17 | -5
Cc1cc(C)c(S(=O)(=O)N2CCCCCC2)cc1Br | -1% | -4% | 5% | -0.1% | 13%[57.1 µM] | -21% | 5% | -3 | 1
Cc1cc(=O)[nH]c(SCc2cccc(F)c2)n1 | 0% | 0% | . | 0.0% | -4% | -12% | 4% | 0 | -2
CC(=O)OCc1cc2cccc(C)c2[nH]c1=O | 0% | -4% | 1% | -0.4% | 2% | -4% | 0% | -4 | 6
O=C1CCCC2=C1C(c1cccc(Br)c1)n1nc(-c3ccco3)nc1N2 (stereo not drawn) | -7% | -4% | -4% | . | 3% | -22% | -6% | 2 | -7
O=C1Cc2ccccc2Sc2c(OCCN3CCCCC3)cccc21 | 5% | -1% | -18% | 4.2% | -13% | -2% | 0% | 12 | -5
Cc1ccc(Nc2c(-c3ccccc3O)nc3ncccn23)cc1 | -1% | -1% | -2% | -0.6% | -9% | -19% | -7% | 0 | 2
O=C(Cc1ccc([N+](=O)[O-])cc1)Nc1ccc2c(c1)CCC2 | 1% | -1% | 4% | 0.8% | -11%[57.1 µM] | -15% | 1% | -4 | -3
COc1ccc(NC(=O)/C(C#N)=C/c2ccc3c(c2)n(C)c(=O)n3C)cc1 | -1% | -4% | -2% | 0.4% | -11% | -7% | 8% | -2 | -6
O=C(COc1cccc(NC(=O)c2cccs2)c1)c1ccc(F)cc1 | -11% | -1% | 1% | 2.4% | -14% | -10% | 4% | -1 | 9
N#Cc1cc(C#N)c(N2CCN(c3cccc(Cl)n3)CC2)nc1N | 0% | 10% | -4% | 3.2% | 6% | -12% | 0% | -2 | -2
CCCS(=O)(=O)NC(=O)C1(C)CCN(C(=O)c2cc(C)on2)C1 (stereo not drawn) | 2% | 2% | . | . | . | . | . | -1 | -1
O=C(NCc1ccco1)C1(c2ccc(Cl)cc2)CCCC1 | -6% | -4% | -3% | -0.2% | 3% | -20% | 8% | -6 | -6
COCCN(C(=O)COC(=O)c1c(-c2ccccc2)noc1C)c1c(N)n(Cc2ccccc2)c(=O)[nH]c1=O | 0% | -2% | -4% | -1.4% | 4% | -17% | 2% | -1 | -4
COc1cccc(N2CCN(C(=O)c3cccc(-n4c(C)nc5cccnc54)c3)CC2)c1 | 4% | -4% | 4% | 13% | 11% | -2% | 14% | 6 | 3
COc1cccc(OC)c1C(=O)Nc1ccccc1C(=O)N1CCOCC1 | -1% | -4% | -10% | -0.1% | 6%[57.1 µM] | 2% | 12% | -3 | -1

Source: PubChem BioAssay (National Center for Advancing Translational Sciences (NCATS))

Not all compounds are listed; rates above refer to the full screens.
